High-throughput results: PubChem, National Center for Advancing Translational Sciences (NCATS)
POLK inh: qHTS for Inhibitors of Polymerase Kappa. purified Pol kappa, fluorescent DNA synthesis assay, 10 min. Potency, µM (highest dose often 107 µM), without a hit: at the top dose activity, negative = inhibition, most hits filed as inhibitors. actives 0.53% (n = 400,000); further: on the % scale 0 is the no-effect control and ±100 the full control effect
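Inhibition of 10 nM Pol kappa is measured by a fluorescent read-out at 0 and 10 min following addition of 50 nM substrate (final), with a 15-min room-temperature compound preincubation.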
Pol iota inh: qHTS for Inhibitors of Polymerase Iota; Potency, µM (highest dose often 115 µM), inactives show at the top dose activity, negative = inhibition, hits mostly inhibitors; actives 1% (n = 390,000); DNA polymerase iota (Homo sapiens), Q9UNA4; Pol iota fluorescent replication assay, 10 min
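Pol iota at 10 nM preincubated 15 min with compounds at room temperature; reaction started with fluorescent substrate, 50 nM final. Fluorescence read kinetically at 0 and 10 min; buffer-only wells as negative control.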
BLM helicase inh: qHTS Assay for Inhibitors of Bloom's syndrome helicase (BLM) | recombinant BLM DNA unwinding, fluorescence dequenching | Potency, µM (titrated, usually from 56.1 µM), without a hit: top-dose activity change, negative = inhibition, hits mostly inhibitors | actives 0.2% (n = 350,000) | AID 2528, 2010;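 further: plate controls were vehicle for no effect and no enzyme for full effect; nearly all actives have a fitted effect of over 35% in size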
Target sequence (P54132 whole entry, looked up): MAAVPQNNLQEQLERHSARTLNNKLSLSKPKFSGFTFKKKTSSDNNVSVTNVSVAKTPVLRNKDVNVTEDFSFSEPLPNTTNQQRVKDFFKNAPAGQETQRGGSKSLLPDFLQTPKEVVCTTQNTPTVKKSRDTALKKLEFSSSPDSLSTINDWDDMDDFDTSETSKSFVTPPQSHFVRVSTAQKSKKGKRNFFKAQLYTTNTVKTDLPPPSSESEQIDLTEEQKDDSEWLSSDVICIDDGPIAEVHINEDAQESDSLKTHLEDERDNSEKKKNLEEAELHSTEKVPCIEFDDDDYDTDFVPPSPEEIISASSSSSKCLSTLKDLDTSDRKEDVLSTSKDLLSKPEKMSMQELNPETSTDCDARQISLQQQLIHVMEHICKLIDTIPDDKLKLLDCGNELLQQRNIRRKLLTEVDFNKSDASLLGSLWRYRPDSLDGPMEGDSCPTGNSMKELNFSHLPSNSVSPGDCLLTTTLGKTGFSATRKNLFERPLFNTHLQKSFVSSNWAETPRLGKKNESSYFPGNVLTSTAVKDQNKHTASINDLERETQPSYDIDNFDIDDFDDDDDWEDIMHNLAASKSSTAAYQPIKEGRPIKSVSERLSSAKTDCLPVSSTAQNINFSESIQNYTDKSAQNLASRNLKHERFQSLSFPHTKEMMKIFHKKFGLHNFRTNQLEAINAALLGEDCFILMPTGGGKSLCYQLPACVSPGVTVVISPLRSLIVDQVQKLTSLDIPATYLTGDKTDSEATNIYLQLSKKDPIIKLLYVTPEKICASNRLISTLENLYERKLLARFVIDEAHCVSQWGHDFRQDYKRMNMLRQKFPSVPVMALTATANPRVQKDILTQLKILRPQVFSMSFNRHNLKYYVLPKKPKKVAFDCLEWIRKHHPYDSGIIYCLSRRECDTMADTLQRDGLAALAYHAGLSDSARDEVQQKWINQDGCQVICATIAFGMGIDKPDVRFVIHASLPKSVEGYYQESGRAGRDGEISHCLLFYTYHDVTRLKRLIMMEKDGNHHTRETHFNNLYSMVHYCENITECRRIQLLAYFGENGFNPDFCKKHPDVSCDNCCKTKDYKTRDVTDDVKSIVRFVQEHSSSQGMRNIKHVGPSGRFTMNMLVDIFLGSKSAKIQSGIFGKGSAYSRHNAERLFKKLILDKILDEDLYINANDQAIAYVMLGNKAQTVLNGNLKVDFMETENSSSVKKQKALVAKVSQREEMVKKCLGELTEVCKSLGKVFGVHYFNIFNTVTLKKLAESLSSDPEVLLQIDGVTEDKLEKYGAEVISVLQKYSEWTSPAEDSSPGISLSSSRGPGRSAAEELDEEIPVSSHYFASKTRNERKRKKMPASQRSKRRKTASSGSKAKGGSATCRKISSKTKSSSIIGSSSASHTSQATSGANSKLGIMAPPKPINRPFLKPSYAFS
Pol beta inh: qHTS Assay for Inhibitors of DNA Polymerase Beta. actives 1.3% (n = 340,000). Pol beta primer extension/strand displacement, fluorescence kinetic. AID 485314, 2010. Potency, µM (series often up to 114 µM), for the others: top-dose activity change, negative = inhibition, hits mostly inhibitors. P06746; further: on the % scale 0 is the no-effect control and ±100 the full control effect
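10 nM enzyme + cpd, 15 min RT; start with substrate 50 nM final; read 0 min and after 10 min RT. Corrected, normalized data; 4-parameter Hill curve fit.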
G9a inh: qHTS Assay for Inhibitors of Histone Lysine Methyltransferase G9a; actives 8.8% (n = 350,000); G9a H3K9 monomethylation, AlphaScreen, 2 h; Potency, µM (doses to about 102 µM), inactives show at the top dose activity, negative = inhibition, hits mostly inhibitors; further: on the % scale 0 is the no-effect control and ±100 the full control effect; nearly all actives have a fitted effect of over 75% in size
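G9a (20 nM) preincubated 15 min RT with compounds, then 500 nM biotinylated H3K9 peptide and 20 uM SAM added; 2 h RT reaction. Monomethyl-H3K9 product detected by AlphaScreen with anti-H3K9me1 antibody, streptavidin donor and anti-rabbit IgG acceptor beads.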
Pol eta inh: qHTS for Inhibitors of Polymerase Eta; DNA polymerase eta (Homo sapiens), Q9Y253; recombinant Pol eta, fluorescent DNA replication assay; Potency, µM (doses to about 114 µM), inactives show at the highest dose activity change, negative = inhibition, hits mostly inhibitors; actives 1.2% (n = 390,000); AID 588591, 2011; further: on the % scale 0 is the no-effect control and ±100 the full control effect
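Pol eta (10 nM) was preincubated with compounds for 15 min at room temperature, after which fluorescent replication substrate (50 nM final) was added to start the reaction. Fluorescence was read kinetically at 0 and 10 min.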
BAZ2B block: qHTS Assay for Inhibitors of BAZ2B | Bromodomain adjacent to zinc finger domain protein 2B (Homo sapiens), Q9UIF8 | AlphaScreen BAZ2B-H3K14Ac peptide displacement | Potency, µM (top dose mostly 114 µM), for inactives: at the top dose activity change, negative = inhibition, hits mostly inhibitors | actives 4.4% (n = 360,000); further: on the % scale 0 is the no-effect control and ±100 the full control effect; nearly all actives have a fitted effect of over 60% in size
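BAZ2B (50 nM) with biotin-H3(5-23)K14Ac peptide (50 nM) in PBS pH 7.4, 0.01% Tween-20, preformed 30 min, then compound 30 min at room temperature; top concentration 110uM. AlphaScreen streptavidin donor/nickel chelate acceptor beads (10 ug/mL final), 20 min dark, signal read.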
APE1 inh: qHTS Assay for Inhibitors of the Human Apurinic/apyrimidinic Endonuclease 1 (APE1); DNA repair nuclease/redox regulator APEX1 (Homo sapiens), P27695; recombinant APE1, TAMRA/BHQ-2 abasic DNA cleavage fluorescence; actives 0.35% (n = 350,000); Potency, µM (series often up to 65.8 µM), without a hit: at the top dose activity change, negative = inhibition, most hits filed as inhibitors; AID 2517, 2012;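 further: plate controls were vehicle for no effect and reference inhibitor for full effect; nearly all actives have a fitted effect of over 55% in size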
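Compound pre-exposure to 0.75 nM APE1, 15 min at ambient temperature. Reaction initiated with 50 nM TAMRA/BHQ-2 THF substrate, read immediately in kinetic mode, 525 nm excitation, 598 nm emission.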
Apoferritin bind: qHTS Assay for Identification of Novel General Anesthetics | apoferritin/1-aminoanthracene competitive binding, fluorescence | Potency, µM (highest dose often 77.5 µM), without a hit: at the top dose activity change, negative = displacement, hits mostly inhibitors | actives 0.074% (n = 350,000) | Ferritin light chain (Equus caballus), P02791; further: on the % scale 0 is the no-effect control and ±100 the full control effect; nearly all actives have a fitted effect of over 20% in size
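Probe: 1-aminoanthracene (50% saturated, PBS). Protein: horse-spleen apoferritin, 10 uM. Incubation: 10 min, room temperature. Detection: 380 nm excitation, 535 nm emission. Analysis: normalized response, four-parameter Hill.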
* = called active by the depositor; ? = inconclusive; . = not tested or not shown; & = joins results of further samples; [ ] = remark or other dose. The call rests on the fitted dose curve; in most records, active means well fitted curve in the direction sought with a large enough effect; inconclusive means small, poorly fitted or top-dose-only effect, or another doubt; inactive means no such curve, though single readings can be large; an effect the other way counts as inactive or inconclusive. Potency means the concentration at half of the fitted maximal effect.

Order of values – Pol eta inh, G9a inh, BAZ2B block, APE1 inh, BLM helicase inh, Pol iota inh, POLK inh, Pol beta inh, Apoferritin bind
COc1ccc(Cl)cc1C(=O)NNC(=O)CN1C(=O)C2CC=CCC2C1=O (stereo unspecified)
  -26%, 4%, ., -1%, -2%, 36%[activator], -8%, 0%, -15%
COc1ccc2c(C)cc(SCC(=O)NC3CCCCC3)nc2c1
  -9%, ., ., -4%, ., 5%, -10%, ., .
Nc1c(-c2cccs2)cnc2c(-c3ccc(F)cc3)cnn12
  -11%, 3%[2.33 µM], 25%, 8%, -8%, -21%, 2%, 16%, 71%[activator]
Oc1ccc(Cl)cc1CNc1ccccn1
  -19%, 16%, 6%, 13%, -4%, 41%[activator], -2%, ?, ?
O=C(Nc1nnc(C2COc3ccccc3O2)o1)c1ccc(F)cc1 (stereo unspecified)
  -14%, 1%, -35%, 0%, 2%, 26%, 3%, -6%, ?
CCCc1nc2oc3cc(OC)ccc3c(=O)c2c(=O)n1Cc1ccco1
  ?, -20%[59 µM], ?, -3%, -17%, ?, -43%, 45µM*, 1%
O=C(CSc1nnnn1-c1ccc(Cl)cc1)NC(=O)Nc1ccc2c(c1)OCCO2
  8%, 2%[59 µM], 3%, 2%, 6%, 0%, 1%, 23%, -15%
CCOC(=O)N1CCN(C(=O)Nc2sc3nc4n(c(=O)c3c2C)CCC(C)CC4)CC1 (stereo unspecified)
  1%, 32µM*, -35%, -8%, -4%, -9%, -2%, -11%, -22%
Cc1cc(C(=O)Nc2ccc(N3CCCCC3)cc2)no1
  -18%, ?, -23%, 7%, -2%, 166%[activator], -11%, 15%, -15%
COc1cccc(C2NC(=O)NC(C)=C2C(=O)Nc2ccccc2C)c1 (stereo unspecified)
  ., 10%[59 µM], 7%, -2%, -1%, ., ., 11%, -5%

Four of the entries above in order of the POLK inh value, highest first:
molecule | Pol eta inh | G9a inh | BAZ2B block | APE1 inh | BLM helicase inh | Pol iota inh | POLK inh
CCOC(=O)N1CCN(C(=O)Nc2sc3nc4n(c(=O)c3c2C)CCC(C)CC4)CC1 (stereo unspecified) | 1% | 32µM* | -35% | -8% | -4% | -9% | -2%
COc1ccc(Cl)cc1C(=O)NNC(=O)CN1C(=O)C2CC=CCC2C1=O (stereo unspecified) | -26% | 4% | . | -1% | -2% | 36%[activator] | -8%
COc1ccc2c(C)cc(SCC(=O)NC3CCCCC3)nc2c1 | -9% | . | . | -4% | . | 5% | -10%
CCCc1nc2oc3cc(OC)ccc3c(=O)c2c(=O)n1Cc1ccco1 | ? | -20%[59 µM] | ? | -3% | -17% | ? | -43%

Next section.
Order of values – Pol eta inh, G9a inh, BAZ2B block, APE1 inh, BLM helicase inh, Pol iota inh, POLK inh, Pol beta inh, Apoferritin bind
Cc1ccc(CSc2nnc(-c3ccco3)o2)cc1
  -6%, ?, 26%, 1%, -5%, 58%[activator], -4%, 27%, ?
CCOc1ccc(N(CC(=O)NC2CCCCC2)C(=O)CCC(=O)Nc2nccs2)cc1
  -17%, -1%, -3%, -4%, -2%, 136%[activator], 1%, 5%, 2%
COc1ccccc1N(CC(=O)NC1CCCCC1)S(=O)(=O)c1ccccc1
  -17%, -14%, -10%, 7%, -4%, 1%, -12%, 46%, -7%
Cc1cc(C)n2nc(-c3cccc(Br)c3)cc2n1
  -17%, 10%[0.501 µM], 46%[activator], 13%, -4%, 16%, 0%, -7%, ?
CCN(CC)CCOC(=O)c1ccc(NC(=O)c2nn(-c3ccc(C)cc3)c(=O)c3c2c2ccccc2n3C)cc1
  79µM*, 3.2µM*, ., ., 29%, ?, -7%, 7.9µM*, ?
CCc1cc(C(=O)N2CCCC(C(=O)c3cccc4ccccc34)C2)n(C)n1 (stereo unspecified)
  -28%, 3%, 0%, -1%, -4%, 118%[activator], -9%, -16%, -15%
O=C(/C=C/c1ccc(NC(=O)c2ccccc2-c2ccccc2C(=O)O)cc1)c1ccccc1
  11µM*, ., ?, -3%, -12%, ?, -25%, -25%, 205%[activator]
O=C(CSc1nnc(CN2CCOCC2)n1-c1ccccc1)N1CCc2ccccc21
  -11%, -39%[12.7 µM], -5%, ?, 1%, 17%, 1%, -8%, 4%
COc1ccc(N2CCN(Cc3nc4c(c(=O)n(C)c(=O)n4C)n3CC(C)=O)CC2)cc1
  -9%, ?, -28%, 3%, 2%, 13%, 5%, -9%, -7%
COC(=O)C1C/C(=N/NS(=O)(=O)c2ccc(C)cc2)CS1 (stereo unspecified)
  -4%, 22%[0.501 µM], -5%, -10%, -2%, 17%, -7%, 2%, -4%
O=C(CCS(=O)(=O)c1ccccc1)OCc1ccc([N+](=O)[O-])cc1
  2%, ., -7%, 10%, 1%, 7%, -3%, 32%, -18%
COCc1c(C#N)c(NCc2cc(OC)c(OC)c(OC)c2)nc(C)c1[N+](=O)[O-]
  -4%, -31%, -28%, -3%, -4%, 14%, -15%, -5%, 2%
CN(C)S(=O)(=O)c1ccc(C(=O)Nc2nc(-c3cc4ccccc4o3)cs2)cc1
  27%, 4%[59 µM], 3%, 8%, 3%, -13%, -12%, 3%, -13%
Cc1ccc(S(=O)(=O)CCC(=O)Nc2ccc3nc(C)sc3c2)cc1
  -14%, ?, -8%, 1%, 2%, 22%, 10%, -27%, 0%
COc1ccc(/C=C2\SC(=S)N(CC3CCCO3)C2=O)cc1 (stereo unspecified)
  -17%, ., 8.9µM*, 3%, -12%, 122%[activator], -1%, -4%, -1%
CC(C)Cn1c(N)c(C(=O)COC(=O)c2cccc(Cl)c2)c(=O)n(C)c1=O
  -21%, 5%, -2%, -7%, -10%, 71%[activator], -4%, 0%, -23%
CCC(CO)n1cnnc1-c1ccncc1 (stereo unspecified)
  3%, 26%[59 µM], -1%, -1%, 1%, 15%, -1%, 5%, 0%
COc1ccc(NC(=O)CSC2=Nc3ccccc3C3=NC(CCC(=O)NCc4ccc(F)cc4)C(=O)N23)cc1Cl (stereo unspecified)
  -22%, -8%[59 µM], -13%, ., -1%, 18%, -9%, 3%, -18%
Cc1ccc(C(=O)N2CCc3ccccc3C2)cc1S(=O)(=O)N1CCOCC1
  -8%, 15%, -14%, 37%, -4%, 19%, -1%, 3%, -14%
CCn1c(N2CCN(S(=O)(=O)CC)CC2)nc2ccccc21
  -19%, -120%[12.7 µM], -6%, -6%, -6%, 172%[activator], -2%, -1%, -8%
Cc1cccc(CNc2nc(-c3ccc4c(c3)OCO4)nc3ccccc23)c1
  ., 5%[0.501 µM], ., -11%, -13%, ., -1%[60.1 µM], ., .
CCOC(=O)CSc1[nH]c(=O)cc(C)c1C#N
  5%, -1%[59 µM], -24%, -3%, 1%, 8%, -8%, 34%, -7%
COc1ccccc1[C@H]1C(c2cccc(Cl)c2)=NN(c2ccccc2)[C@@H]1CO
  -16%, 320%[activator][59 µM], ., 24%&-7%, -10%[75.6 µM], -12%, 11%, ., 685%[activator][110 µM]
COc1ccc(C2C(C(=O)c3ccccc3)=C(C)Nc3nc4ccccc4n32)c(OC)c1 (stereo unspecified)
  -14%, 23%, 3%, 15%, 0%, 14%, 2%, 18%, -8%
CCOC(=O)c1sc(SC)nc1N
  -3%, -2%, -12%, -5%, -4%, 22%, 5%, 14%, -11%
Cc1cccc(C)c1NC(=S)Nc1c(C)n(C)n(-c2ccccc2)c1=O
  -2%, 0.79µM*, -7%, 3%, -3%, 20%, -3%, 9%, -7%
O=C(Nc1ccccc1)Nc1nnc(SCC(=O)N2CCCCC2)s1
  -16%, ?, -4%, ., 2%, 6%, 1%[60.1 µM], 1%, 0%
COc1cc(NC(=O)COc2ccc(-n3cnnn3)cc2)cc(OC)c1OC
  -9%, ., ., 13%, ., -19%, -8%, ., .
Cc1cc(=O)oc2cc(OCC(=O)Nc3c(C)n(C)n(-c4ccccc4)c3=O)c(Cl)cc12
  -3%, -7%, 79µM*, 15%, ., ?, 0%, ., .
CC(=O)c1cccc(NC(=O)N2CCCC2C(=O)NC2CCCCC2)c1 (stereo unspecified)
  -2%, -1%, 3%, -4%, -2%, -6%, -14%, -1%, -11%

Next part, starting with the last 2 of the part before.
Order of values – Pol eta inh, G9a inh, BAZ2B block, APE1 inh, BLM helicase inh, Pol iota inh, POLK inh, Pol beta inh, Apoferritin bind
Cc1cc(=O)oc2cc(OCC(=O)Nc3c(C)n(C)n(-c4ccccc4)c3=O)c(Cl)cc12
  -3%, -7%, 79µM*, 15%, ., ?, 0%, ., .
CC(=O)c1cccc(NC(=O)N2CCCC2C(=O)NC2CCCCC2)c1 (stereo unspecified)
  -2%, -1%, 3%, -4%, -2%, -6%, -14%, -1%, -11%
CCOC(=O)c1cc2sc(C)cc2n1CCCN1C(=O)c2ccccc2C1=O
  -22%, -5%[59 µM], -29%, 2%, -13%, 16%, -4%, 5%, 8%
O=C(CSc1nnc(COc2ccc(Cl)cc2)o1)NC1CC2CCC1C2 (stereo unspecified)
  -15%, ?, 1%, 27%, -8%, 118%[activator], 0%, 20%, -14%
CCOC(=O)c1c(NC(=O)C2C3CCC(O3)C2C(=O)O)sc2c1CCCC2 (stereo unspecified)
  -5%, 8%, -12%, 1%, 0%, 40%[activator], -4%, -1%, -3%
CC(C)Cn1c(SCC(=O)N(C)c2c(N)n(Cc3ccccc3)c(=O)[nH]c2=O)nc2ccccc21
  -13%, 16µM*, 8%, 0%, ., -11%, -13%, ., .
CCOC(=O)c1ccc2c(c1)N(CC(=O)N1CCCCC1)C(=O)C(C)(C)O2
  -10%, ?, 6%, 0%, 4%, 22%, 1%, 0%, 5%
CC(C)c1ccc(/C=N/NC(=O)C2CCCC2)cc1
  -26%, ., 0%, -15%, -4%, 15%, 4%, 12%, -20%
COc1ccc(C)cc1Nc1c2c(nc3nc(-c4cccs4)nn13)CCCC2
  -2%, 11%[59 µM], -2%, ., -2%, 18%, -6%[60.1 µM], 28%, 3%

A portion of the library; the hit share may differ from the screen's.
